influenza NS1A – NS1A inhibition, H1N1 influenza, cell based functional assay (AID 504329); NS1A functional cell-based assay, percent inhibition; higher % means a stronger effect; inhibition, % at 12.5 µM; hits with a dose series show IC50 in µM; hit rate 0.3% among 340,000; in the data active = a potency from the dose series; inconclusive = inhibition above about 27% without an active follow-up result; note: strong numbers were not always called active
Salmonella PhoP GFP – Inhibition of PhoP regulon, Salmonella typhi GFP reporter cells, confirmation, 4 h (AID 1850) | Salmonella Typhi PhoP-promoter GFP reporter, fluorescence, 4 h; higher % means a stronger effect | inhibition, % at 50 µM, or IC50 in µM where a hit was titrated | hit rate 0.33% among 310,000; in the data active = a potency from the dose series; inconclusive = inhibition mostly from about 25% at the one dose, without a potency; inactive = the rest, 99 in 100 with inhibition below about 19%;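 note: 0% = induced wells with vehicle and 100% = uninduced wells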
tuberculosis growth – growth inhibition of non-replicating M. tuberculosis (AID 488890); hit rate 0.39% among 320,000; Mycobacterium tuberculosis non-replicating, growth inhibition; higher % means a stronger effect; one-dose inhibition, % at 25 µM; IC50 in µM for titrated hits; in the data active = a potency from the dose series; inconclusive = inhibition mostly from about 82% at the one dose, without a potency; inactive = the rest, 99 in 100 with inhibition below about 76%;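 note: plate controls were DMSO cells for no effect and high antibiotic wells for full effect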
H37Rv inhibition – M. tuberculosis growth inhibition, HTS (AID 449762) | M. tuberculosis H37Rv growth inhibition, 7H9 media; higher % means a stronger effect | inhibition, % at 25 µM, or IC50 in µM where a hit was titrated | hit rate 0.59% among 330,000; in the data active = a potency from the dose series; inconclusive = inhibition above about 70% without an active follow-up result;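 note: bacterial growth assessed after seven days of incubation; strong numbers were not always called active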
inhibitors of VEEV – inhibitors of VEEV TC-83 cytopathic effect, confirmation, Vero cells (AID 588727); hit rate 0.13% among 350,000; inhibition, % at 20 µM, or IC50 in µM where a hit was titrated; Vero cells, VEEV TC-83 cytopathic effect inhibition; higher % means a stronger effect; in the data active = a potency from the dose series; inconclusive = inhibition mostly from about 14% at the one dose, without a potency; inactive = the rest, 99 in 100 with inhibition below about 12%; note: strong numbers were not always called active
inhibitors of VEEV 10K pilot screen – recorded beside inhibitors of VEEV, whose call it bears; inhibition, %; measured here: 10K pilot screen inhibition
Active calls of the source: *; i = inactive; ? = inconclusive; . = no result given.

SMILES	influenza NS1A	Salmonella PhoP GFP	tuberculosis growth	H37Rv inhibition	inhibitors of VEEV	others
CCOc1cc(NC(=S)NCCCN2CCOCC2)c(OCC)cc1NC(=O)c1cccc(C)c1	4.2%	-7.0%	-12.6%	7.6%	i
CCOCCn1c(SCc2ccc(F)cc2)nc2c1c(=O)[nH]c(=O)n2C	2.8%	7.1%	-7.2%	-0.7%	4.7%	inhibitors of VEEV 10K pilot screen=2.8
O=C(O)CCSCCC(=O)O	9.3%	-5.5%	-7.7%	-6.8%	6.2%
O=C(NCc1ccc(F)cc1)C1CCN(S(=O)(=O)N2CCOCC2)CC1	0.2%	4.9%	5.4%	-2.5%	1.7%
COc1ccc(N2CCN(C(=O)Cc3ccc(Br)cc3)CC2)cc1	20.0%	-5.7%	?	8.1%	0.2%
Cc1ccccc1Nc1nc(N)nc(CN(C)c2ccccc2)n1	4.6%	8.0%	55.7%	27.8%	i
Fc1ccc(C2=NN(c3ccccc3)C(c3ccco3)C2)cc1 (stereo unspecified)	-16.7%	-4.3%	6.9%	1.1%	6.8%
CCCC(C(=O)c1ccccc1)n1cncn1 (stereo unspecified)	-0.8%	0.0%	-7.2%	-5.1%	2.1%
COc1ccc2c(c1)nc(N)n2Cc1ccccc1	-15.1%	6.0%	.	-5.4%	i
CCS(=O)(=O)N1CCN(C(=O)c2cccnc2)CC1	9.6%	5.3%	-8.5%	-1.7%	i
CC(=O)Nc1ccc(S(=O)(=O)Nn2cnnc2)cc1	1.7%	4.5%	-8.5%	1.3%	i
C#C[C@]1(OC(C)=O)CCC2C3CCC4=CC(=O)CC[C@@H]4C3CC[C@@]21C (stereo partly specified)	7.5%	-1.2%	29.0%	1.0%	4.3%
O=C(COC(=O)c1cccc(Cl)c1)Nc1cc(S(=O)(=O)N2CCOCC2)ccc1N1CCOCC1	13.8%	.	.	.	0.8%
CCOc1cc2c(cc1OCC)C(c1ccc(OC)cc1)N(c1ccccc1)C(=O)C2 (stereo unspecified)	10.0%	14.2%	2.8%	3.2%	i	inhibitors of VEEV 10K pilot screen=0.4
O=C(COc1ccc(/C=N/NC(=O)c2ccccc2O)cc1)Nc1ccccc1	-5.7%	7.4%	39.6%	4.3%	0.6%

In the list so far, 3 contain an aryl methoxy group.
SMILES	influenza NS1A	Salmonella PhoP GFP	tuberculosis growth	H37Rv inhibition	inhibitors of VEEV	others
COc1ccc(N2CCN(C(=O)Cc3ccc(Br)cc3)CC2)cc1	20.0%	-5.7%	?	8.1%	0.2%
COc1ccc2c(c1)nc(N)n2Cc1ccccc1	-15.1%	6.0%	.	-5.4%	i
CCOc1cc2c(cc1OCC)C(c1ccc(OC)cc1)N(c1ccccc1)C(=O)C2 (stereo unspecified)	10.0%	14.2%	2.8%	3.2%	i	inhibitors of VEEV 10K pilot screen=0.4

The listing continues:
SMILES	influenza NS1A	Salmonella PhoP GFP	tuberculosis growth	H37Rv inhibition	inhibitors of VEEV	others
Cc1ccc(SC2=C(Sc3ccc(C)cc3)C(=O)c3ccccc3C2=O)cc1	4.2%	-3.2%	?	-5.4%	?
CCCN1C(=O)c2ccc(C(=O)Nc3ccc4c(c3)OCO4)cc2C1=O	6.6%	-6.3%	21.6%	18.9%	0.6%
CC1CCN(CCCCOc2ccc(Br)cc2)CC1	20.7%	2.9%	37.3%	-7.4%	0.9%
O=C(Cn1c2c(c(-c3ccccc3Cl)cc1=O)CCC2)NCC1CCCO1 (stereo unspecified)	-6.5%	-1.3%	-11.4%	2.9%	i
Cc1occc1C(=O)NNC(=O)COc1ccc(Br)cc1Br	-2.4%	-4.4%	4.8%	1.5%	1.2%
N#Cc1cccc(NC(=O)CCNS(=O)(=O)c2ccc3[nH]c(=O)oc3c2)c1	5.0%	6.1%	10.4%	4.2%	i
COc1ccc(-n2nnnc2SCC#CCO)cc1	-8.7%	-3.3%	?	-0.7%	i
Cc1ccccc1-n1c(=O)cc(N2CCN(Cc3ccccc3)CC2)[nH]c1=O	3.5%	.	.	0.4%	1.6%
CCC(=O)NC(=S)Nc1ccc(Cl)cn1	-2.6%	-1.9%	21.5%	-2.2%	2.1%
CC1CC(C)CN(CCOc2ccc(Cl)cc2Cl)C1 (stereo unspecified)	12.9%	113µM*	25.8%	-0.4%	0.1%
Cc1ccc(S(=O)(=O)c2c(C)nn(C(C)(C)C)c2OC(=O)C2CCCC2)cc1	-3.9%	-8.1%	14.6%	8.3%	5.0%
COc1ccc(-c2nncnn2)cc1	.	2.5%	26.4%	18.6%	.
CCOC(=O)C1CCCN(c2c(NCC3CCCO3)c(=O)c2=O)C1 (stereo unspecified)	-11.7%	-9.1%	.	4.9%	i
COc1cccc(Nc2nc(N)c([N+](=O)[O-])c(NCc3ccco3)n2)c1	.	4.8%	24.5%	4.9%	11.2%
O=C(O)C1CCC(CNS(=O)(=O)c2ccc(Cl)cc2)CC1 (stereo unspecified)	16.6%	-4.4%	-4.1%	6.7%	0.1%
Cc1ccc(N(CC(=O)Nc2cccc(N(C)S(C)(=O)=O)c2)S(C)(=O)=O)cc1	1.1%	8.1%	5.7%	-0.2%	0.1%
O=C(NCc1ccco1)c1ccc(Cn2c(=O)c3ccccc3n(Cc3ccc(Cl)cc3)c2=O)cc1	-5.1%	-13.3%	3.9%	5.9%	4.3%
COc1cccc(C(=O)N/N=c2\oc3c(OC)cccc3cc2C(=O)NCc2ccccc2)c1	3.9%	-6.8%	-13.8%	-3.9%	0.7%
C=CCN(C(=O)c1csnn1)C(C(=O)NCc1ccccc1)c1cccs1 (stereo unspecified)	-3.5%	2.4%	-1.1%	0.1%	i
O=C(COC(=O)/C=C/c1ccc2ccccc2n1)NNC(=O)c1ccc([N+](=O)[O-])cc1	-15.0%	.	.	.	6.3%
Cc1ccc(N(C)C(=O)N2CCN(S(=O)(=O)c3ccc4ccccc4c3)CC2)cc1	21.2%	-10.8%	8.5%	0.0%	i
Cc1ccc(Cl)cc1N1CCN(C(=O)Cc2cn(C)c3ccccc23)CC1	15.2%	-13.9%	18.8%	.	4.1%
COc1ccc(Cn2c(=N)c(C(=O)NC3CCCCC3)cc3c(=O)n4ccccc4nc32)cc1	-10.6%	-12.0%	72.6%	?	i
COc1cccc(-n2nnc3c(=O)n(CC(=O)N4CCC(C)CC4)cnc32)c1	7.8%	-0.6%	-22.5%	-2.9%	i
O=C(O)C1OC(Oc2cc3oc(-c4ccccc4)cc(=O)c3c(O)c2O)C(O)C(O)C1O (stereo unspecified)	6.6%	-3.1%	-7.6%	8.9%	i
Cc1ccc(/C=N/NC(=O)CNC(=O)c2ccc(C)c([N+](=O)[O-])c2)o1	4.3%	12.6%	11.2%	-1.1%	0.4%
COc1ccc2ccccc2c1CNC(C)c1ccccc1 (stereo unspecified)	1.8%	0.5%	29.9%	6.0%	i
Cc1ccc(Sc2ccc(CO)cc2[N+](=O)[O-])cc1	-4.6%	-5.8%	64.5%	5.8%	i
CCO[C@H]1OC(C(=O)NCc2nc3ccccc3[nH]2)=C[C@@H](c2ccccc2)[C@@H]1CCCO	-14.5%	-3.2%	14.8%	-4.8%	10.7%
O=c1[nH]c(=O)n(CCC2=CCCCC2)c(O)c1/C=N/Nc1cccc2ccccc12	-2.2%	-0.4%	33.0%	-0.1%	i
CCCCN(C)CCn1c(=S)[nH]c2ccc(N3CCOCC3)cc2c1=O	0.8%	-2.4%	23.1%	4.0%	0.1%
CCCC(=O)N1c2ccccc2C(N(C(C)=O)c2ccccc2)CC1C (stereo unspecified)	-18.2%	0.4%	2.8%	5.4%	i
CC(=O)Nc1ccc(S(=O)(=O)Nc2cc(C)cn(Cc3ccc(C)cc3)c2=O)cc1	4.1%	9.2%	13.3%	0.8%	i
O=C(c1c(F)cccc1F)N1CCCC(c2nc(-c3ccc(Cl)cc3)no2)C1 (stereo unspecified)	1.0%	-10.8%	66.4%	-7.1%	i
Cc1ccc(NC(=O)C2CCN(C(=O)NC3CCCCC3)CC2)c(C)c1	-6.1%	-10.8%	-2.6%	0.3%	5.1%
CCOC(=O)C1SC2(C(F)(F)C(F)F)CC1(O)c1c(c(OC)c3occc3c1OC)O2 (stereo unspecified)	-0.4%	2.6%	?	41.6%	0.5%
CCOc1cc(N2CCOCC2)c(OCC)cc1NC(=O)c1cc(C)cc(C)c1	-3.4%	1.8%	45.2%	43.8%	5.0%
CCn1c(CNc2ccc(F)cc2)nnc1SCC(=O)N1CCCc2ccccc21	10.4%	-14.8%	27.9%	-9.8%	6.2%
OC(CCN1CCCCC1)c1ccc(-c2ccccc2)cc1 (stereo unspecified)	-8.7%	-9.0%	77.0%	5.8%	i
Cc1cc(C)cc(-n2nnc(C(=O)NCc3ccccc3)c2N)c1	7.5%	3.4%	-5.5%	-6.8%	8.3%
O=c1c2cc(NC(=S)N3CCC(N4CCCCC4)CC3)ccc2nc2n1CCCCC2	-11.4%	1.1%	10.3%	-0.6%	i
CCC(=O)OCC(=O)N=c1sccn1Cc1ccc(C)cc1	3.9%	-7.5%	22.7%	6.8%	0.2%
O=C(Cc1cn(-c2ccccc2)nc1-c1ccccc1)N1CCCCC1	5.3%	1.7%	4.9%	2.2%	2.0%
COc1cc(C)c(S(=O)(=O)n2c([N+](=O)[O-])cnc2C)cc1C	-4.2%	5.1%	-16.0%	6.4%	0.1%
Cc1c(Br)c([N+](=O)[O-])nn1C(C)C(=O)NCc1cccs1 (stereo unspecified)	-0.3%	10.1%	3.8%	-0.5%	0.5%
O=C(O)c1cccc(-c2nnn(Cc3ccccc3)n2)c1	-1.2%	0.0%	11.9%	-10.4%	2.1%
COc1ccc(CCSc2nnc(C3CCCCC3)n2N)cc1	7.8%	-8.7%	45.7%	-10.0%	4.0%
COc1cccc(C(=O)NNC(=S)NC2CCCCC2)c1	-5.7%	-3.1%	-10.2%	-1.2%	0.5%
C[C@H](CO)N1C[C@H](C)[C@@H](CN(C)C(=O)Nc2ccccc2)Oc2c(NC(=O)C3CCCCC3)cccc2C1=O	-2.1%	.	9.3%	1.5%	0.7%
O=C(CCCn1ncn2c(cc3occc32)c1=O)NCc1ccccc1F	-8.4%	-0.6%	-13.8%	-3.4%	0.8%
COCc1ccc(CN2CCC(C(=O)Nc3cccc(-c4cccc(Cl)c4)c3)CC2)o1	>100µM*	9.0%	4.4%	-4.2%	1.3%
COC(=O)Nc1ccc(S(=O)(=O)N2CCCC(C(=O)Nc3cccnc3)C2)cc1 (stereo unspecified)	-1.9%	-7.4%	11.2%	-15.4%	0.6%
O=c1ccc(-c2ccccc2)no1	-19.7%	-1.1%	4.8%	-2.3%	3.6%
COC(=O)C1SCCN1S(=O)(=O)c1ccc(Cl)cc1 (stereo unspecified)	-20.7%	-6.0%	16.9%	1.2%	1.7%
COc1ccc(Nc2nc(CN3CCOCC3)nc3sc4c(c23)CCC(C)C4)cc1OC (stereo unspecified)	.	-5.1%	4.5%	5.5%	.
Cc1noc(C)c1COc1ccc(C(=O)N(C)CCOc2ccccc2)cc1	-12.9%	.	15.4%	-9.7%	2.2%
Cc1ccccc1N1CCN(C2CCCN(C(=O)Cc3c(C)noc3C)C2)CC1 (stereo unspecified)	15.4%	-7.7%	13.1%	-3.0%	0.4%
CC(C)(C)n1nnnc1C(c1ccc2ncccc2c1)N1CCC(O)CC1 (stereo unspecified)	-0.5%	-7.4%	8.2%	3.2%	i
O=C(c1ccccc1)C(CCC(CN1CCOCC1)C(=O)c1ccccc1)CN1CCOCC1 (stereo unspecified)	6.6%	-0.5%	?	?	i
CC/C(=C\C(=O)c1ccncc1)Nc1ccc(O)cc1	4.5%	16.9%	28.4%	-2.4%	8.3%
Next part:
SMILES	influenza NS1A	Salmonella PhoP GFP	tuberculosis growth	H37Rv inhibition	inhibitors of VEEV	others
c1ccc(-c2cnn3c(-c4ccccc4)c(-c4ccccc4)nc3n2)cc1	-16.6%	.	.	.	i
COc1ccc(NC(=O)C2=CC(c3ccc(OC)c(OC)c3)=NS(=O)(=O)N2C)cc1	9.3%	-3.8%	26.8%	-0.5%	7.5%
Cc1ccc(O)c(N=Cc2ccc(C)s2)c1	5.2%	1.3%	6.3%	-28.7%	0.5%
CC(=O)N(C)c1ccc(NC(=O)Cc2cccs2)cc1	-1.6%	-5.8%	0.8%	0.0%	0.3%
COc1cc(NC(=O)c2cc(C)no2)c(OC)cc1Cl	-11.8%	1.9%	-3.6%	7.6%	1.4%
O=c1oc2ccccc2c(Nc2ccc(F)cc2)c1[N+](=O)[O-]	-2.3%	6.8%	36.5%	6.1%	1.0%
O=C(CNC(=O)C1CC(=O)N(c2cccc3ccccc23)C1)Nc1ccccc1Br (stereo unspecified)	0.3%	.	7.8%	9.4%	0.5%
N=C(c1cccc([N+](=O)[O-])c1)N1CCCCCC1	-3.3%	-25.4%	7.9%	0.6%	1.0%
